Compound activity: PubChem BioAssay, The Scripps Research Institute Molecular Screening Center
GSTO1 inh = blocks human GSTO1 in RBBP9 counter-screen; inhibition, % at 5.96 µM; recombinant GSTO1, activity-based probe fluorescence polarization; hit rate 1.1% among 300,000; P78417; AID 1974;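 active = inhibition above the campaign mean inhibition plus 3 SD, cut at about 35% in these data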;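 note: 0% = GSTO1-1 with DMSO and 100% = wells lacking GSTO1-1 enzyme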
Target sequence (P78417 whole entry, looked up): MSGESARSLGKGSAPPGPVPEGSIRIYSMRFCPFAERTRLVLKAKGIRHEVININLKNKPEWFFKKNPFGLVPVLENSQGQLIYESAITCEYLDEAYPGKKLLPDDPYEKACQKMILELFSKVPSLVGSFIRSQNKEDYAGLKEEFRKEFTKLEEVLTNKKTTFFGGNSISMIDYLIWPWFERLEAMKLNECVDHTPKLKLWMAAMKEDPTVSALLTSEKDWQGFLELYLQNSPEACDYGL
PAFAH1B2 FP inh = blocks human PAF acetylhydrolase 1b catalytic subunit 2; AID 492953; P68402; hit rate 1.2% among 340,000; recombinant PAFAH1B2, FP-rhodamine activity probe, fluorescence polarization; inhibition, % at 3.39 µM;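 active = inhibition above the mean of all tested compounds plus 3 SD, cut at about 24% in these data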;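 note: 0% = enzyme with DMSO and 100% = wells lacking PAFAH1B2; many of its hits are not listed in these tables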
Target sequence (P68402 whole entry, looked up): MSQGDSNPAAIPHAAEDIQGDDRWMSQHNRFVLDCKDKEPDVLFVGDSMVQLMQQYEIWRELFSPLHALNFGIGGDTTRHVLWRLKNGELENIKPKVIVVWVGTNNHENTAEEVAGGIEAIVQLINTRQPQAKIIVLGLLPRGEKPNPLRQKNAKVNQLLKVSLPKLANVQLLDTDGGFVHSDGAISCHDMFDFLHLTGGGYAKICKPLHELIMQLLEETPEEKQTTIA
PME-1 primary = PME-1 (human) inhibition; recombinant PME-1, FP-Rh probe fluorescence polarization; inhibition, % at 5.9 µM; hit rate 0.53% among 320,000; AID 2130;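 active = inhibition above the campaign mean of all compounds plus 3 SD, cut at about 26% in these data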;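 note: competitive labeling of PME-1 active site by serine hydrolase directed probe; 0% = PME-1 with DMSO and 100% = wells lacking PME-1 enzyme; inhibitors block probe labeling so polarization falls and inhibition rises; many of its hits are not listed in these tables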
Target sequence (Q9Y570 whole entry, looked up): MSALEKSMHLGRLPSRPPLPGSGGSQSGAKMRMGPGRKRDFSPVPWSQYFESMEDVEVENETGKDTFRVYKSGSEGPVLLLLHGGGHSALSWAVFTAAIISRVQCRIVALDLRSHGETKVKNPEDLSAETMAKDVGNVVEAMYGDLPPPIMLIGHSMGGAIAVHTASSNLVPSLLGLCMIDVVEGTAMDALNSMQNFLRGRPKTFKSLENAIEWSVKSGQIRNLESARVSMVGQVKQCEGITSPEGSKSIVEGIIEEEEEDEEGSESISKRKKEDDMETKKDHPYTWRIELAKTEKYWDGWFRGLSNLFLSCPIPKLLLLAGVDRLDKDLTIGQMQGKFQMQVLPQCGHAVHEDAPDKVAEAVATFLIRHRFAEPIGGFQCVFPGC
LYPLA1 counter = blocks human lysophospholipase 1, a PME1 counter-screen. inhibition, % at 5.9 µM. recombinant LYPLA1, FP-Rh probe fluorescence polarization. hit rate 0.16% among 320,000;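 active = inhibition above the mean of all tested compounds plus 3 SD, set per campaign, cut at about 14% in these data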;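 note: inhibitors block serine hydrolase probe labeling of LYPLA1 so polarization falls; 0% = enzyme with DMSO and 100% = wells lacking LYPLA1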
Fam108B counter = counter-screen for RBBP9 inhibitors: inhibitors of mouse Fam108B | recombinant Fam108B, FP-Rh probe fluorescence polarization | hit rate 0.33% among 300,000 | AID 1947 | inhibition, % at 9.51 µM;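 active = inhibition above the screen mean inhibition plus 3 SD, computed separately per campaign, cut at about 18% in these data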;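 note: inhibitors lower polarization as less probe binds the enzyme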
pPAFAH inh = pPAFAH (human) enzyme inhibition | recombinant pPAFAH, FP-rhodamine probe fluorescence polarization | Q13093 | AID 463082 | inhibition, % at 3.39 µM | hit rate 1.5% among 330,000;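 active = inhibition above the mean inhibition across the screen plus 3 SD, cut at about 25% in these data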;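 note: inhibitors block binding of the rhodamine activity-based probe so polarization drops; 0% = enzyme with DMSO and 100% = wells lacking pPAFAH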
PAD4 inh = PAD4 (human) enzyme inhibition; AID 485272; Q9UM07; inhibition, % at 6.36 µM; recombinant PAD4, RCA probe fluorescence polarization; hit rate 0.41% among 330,000;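 active = percent inhibition above a cutoff equal to the mean of all tested compounds plus 3 SD, cut at about 15% in these data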;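 note: 0% = PAD4 with RCA probe and DMSO and 100% = probe without PAD4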
PAFAH2 FP inh = PAFAH2 (human) inhibition | Q99487 | recombinant PAFAH2, FP-rhodamine activity probe, fluorescence polarization | inhibition, % at 3.39 µM | hit rate 0.99% among 340,000 | AID 492956;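 active = inhibition above the mean over all tested compounds plus 3 SD, cut at about 30% in these data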;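 note: inhibitors block probe labeling of enzyme so polarization drops; 0% = enzyme with DMSO and 100% = wells lacking PAFAH2 protein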
PAFAH1B3 inh = blocks human PAF acetylhydrolase 1B catalytic subunit 3; AID 492972; hit rate 0.28% among 340,000; recombinant PAFAH1B3, FP-rhodamine probe, fluorescence polarization; inhibition, % at 3.39 µM; Q15102;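 active = inhibition above the screen-wide average of all tested compounds plus 3 SD, cut at about 25% in these data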;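 note: 0% = enzyme with DMSO only and 100% = wells lacking PAFAH1B3 protein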
* marks the source's active call; other numbers are inactive results; x = no result given.

SMILES	GSTO1 inh	PAFAH1B2 FP inh	PME-1 primary	LYPLA1 counter	Fam108B counter	pPAFAH inh	PAD4 inh	PAFAH2 FP inh	PAFAH1B3 inh
Cc1ccnc(OC(C(=O)O)C(OCc2ccccc2)(c2ccc(F)cc2)c2ccc(F)cc2)n1 (centres undefined)	15.4	8.3	-5.0	-0.6	-0.9	-0.5	-0.3	0.1	4.4
CC1(c2ccccc2)NC(=O)N(CC(=O)Nc2cccc(C#N)c2)C1=O (centres undefined)	4.4	3.9	-1.1	-1.8	4.8	0.0	3.4	1.8	2.9
CCCOc1ccc(C(=O)Nc2cc(-c3nn4c(C)nnc4s3)ccc2C)cc1	-4.8	-0.8	-6.9	3.3	-6.3	-7.0	-4.6	-0.5	-4.4
COc1ccccc1CNC(=O)C1CCN(S(=O)(=O)c2ccc3c(c2)OCCCO3)CC1	1.4	4.5	8.8	0.7	9.0	3.8	2.6	-2.9	1.2
CCNC(=S)NNC(=O)c1nn(C)c(C)c1Cl	-0.1	-0.5	3.9	3.2	7.6	-2.3	-1.5	5.4	4.9
O=C(Cn1c(=O)oc2ccccc21)Nc1cccc(Cl)c1	3.3	-0.1	-2.5	-0.3	-1.8	-3.1	0.4	0.5	2.4
Cc1ccc(N2CC(C(=O)N3CCC4(CC3)CC(=O)c3ccccc3O4)CC2=O)cc1C (centres undefined)	-1.6	8.5	-0.5	2.6	-1.6	2.0	2.0	-3.2	4.1
Cc1ccccc1NC(=O)/C(C#N)=C\c1cccnc1	-1.4	0.5	1.3	-2.0	-3.6	0.4	-2.4	5.2	1.2
Cc1onc(-c2c(Cl)cccc2Cl)c1C(=O)Nc1ccc(N2CCOCC2)cc1	0.2	2.5	-3.3	-2.0	0.9	0.3	3.3	7.4	5.8
O=C1C(C2=NC(c3ccccn3)C3C(=O)N(c4ccc(Cl)cc4Cl)C(=O)C23)=C(O)c2ccccc21 (centres undefined)	1.6	0.5	0.8	1.2	-1.9	4.5	-7.7	-7.8	-1.1
COc1ccc(C(=O)N2CCN(S(=O)(=O)c3ccccc3)CC2)c(OC)c1	5.0	2.1	-1.1	-1.4	1.9	3.9	0.5	0.3	-7.8
COc1cnc(NS(=O)(=O)c2ccc(N)cc2)nc1	4.1	-3.0	-7.4	0.9	-5.3	-2.1	-5.8	9.7	2.2

Compound profiles, as listed above. Order of values: GSTO1 inh, PAFAH1B2 FP inh, PME-1 primary, LYPLA1 counter, Fam108B counter, pPAFAH inh, PAD4 inh, PAFAH2 FP inh, PAFAH1B3 inh
Record of COc1ccc(C(=O)N2CCN(S(=O)(=O)c3ccccc3)CC2)c(OC)c1 = 5.0, 2.1, -1.1, -1.4, 1.9, 3.9, 0.5, 0.3, -7.8
Record of COc1ccccc1CNC(=O)C1CCN(S(=O)(=O)c2ccc3c(c2)OCCCO3)CC1 = 1.4, 4.5, 8.8, 0.7, 9.0, 3.8, 2.6, -2.9, 1.2

More entries:
SMILES	GSTO1 inh	PAFAH1B2 FP inh	PME-1 primary	LYPLA1 counter	Fam108B counter	pPAFAH inh	PAD4 inh	PAFAH2 FP inh	PAFAH1B3 inh
COc1ccc(CNCCCSc2ncccn2)c(OC)c1	-0.3	1.7	-3.6	1.6	-0.5	7.6	-1.0	-1.0	14.4
O=C(NCC1CCCO1)c1ccc(-c2ccccc2Cl)o1 (centres undefined)	5.2	0.7	0.5	6.2	-1.6	2.4	-0.9	4.5	9.0
Cc1ccc(C)c(NC(=O)CN(C)C(=O)c2ccc(S(=O)(=O)N3CCCCCC3)cc2)c1	x	1.1	-0.1	-0.7	x	0.6	1.2	-0.2	6.1
COc1cccc(CNc2ncc(-c3ccccc3)n2C)c1	-3.7	4.3	4.6	2.7	3.2	1.9	-0.6	8.3	10.5
CCN(CC)C(=O)c1ccccc1NC(=O)CN1C(=O)c2ccccc2S1(=O)=O	3.5	3.3	0.9	-3.3	-3.9	-10.4	0.6	-1.0	10.5
CCN(CC)S(=O)(=O)c1ccc(C(C)NC(=O)C2CCCN2C(=O)c2cccs2)cc1 (centres undefined)	x	2.7	-1.0	1.7	x	-0.3	6.3	10.3	6.1
CS(=O)(=O)N1CCC(NC(=O)Nc2ccc(OC(F)(F)F)cc2)CC1	x	3.3	-0.9	-2.1	x	2.2	0.7	5.6	2.2
COc1ccccc1NC(=O)CSc1nnnn1-c1ccccc1OC	7.2	3.4	10.5	0.4	-1.6	3.7	-0.5	-2.7	7.9
CC(Sc1ccc(S(=O)(=O)N(C)C)cn1)C(=O)NC1CCCC1 (centres undefined)	x	3.3	2.1	0.3	x	3.4	1.6	-7.1	14.2
COc1ccc(CCNC(=O)COC(=O)c2ncc(Cl)c(Cl)c2Cl)cc1OC	x	4.8	x	x	x	0.7	1.2	-9.5	4.7
CCCCc1nnc(NC(=O)c2ccc3[nH]c(=O)c(=O)[nH]c3c2)s1	-0.4	-2.0	-3.2	-3.2	2.6	3.8	-2.2	13.1	9.2
O=C(Nc1ccc(-n2nncc2-c2ccco2)cc1)c1ccc(F)cc1	2.9	-5.0	-1.7	2.2	6.5	-6.5	-5.5	-1.9	2.6
COc1ccc(-c2cc(C(=O)O)c3sc(N4CCCCC4)nc3n2)cc1OC	-25.7	18.9	-1.5	-1.0	-2.5	3.7	-1.6	-1.8	16.0
O=C(NCC(c1ccco1)N1CCCC1)c1ccc(Cl)c(S(=O)(=O)N2CCc3ccccc32)c1 (centres undefined)	x	-6.0	-1.3	-5.9	x	7.0	3.4	-3.4	-5.6
CCOC(=O)c1c(C)n(C)c2ccc(OC)c(NC(=O)CN3CCC4(CC3)OCCO4)c12	2.2	1.4	-3.3	4.3	5.0	-1.2	1.9	-3.0	3.1
CC(C(=O)Nc1nc(-c2ccc(F)c(F)c2)cs1)N1C(=O)C2CC=CCC2C1=O (centres undefined)	x	7.1	2.9	-5.2	x	2.2	3.8	2.3	1.9
Cc1cc(C)n2ncc(C(=O)Nc3cccc(O)c3)c2n1	11.2	-0.9	-9.7	-0.5	-4.1	-5.0	1.0	2.3	-3.0
CC1CCc2cc(F)ccc2N1C(=O)c1cc2nc(-c3ccco3)cc(C(F)(F)F)n2n1 (centres undefined)	-1.7	2.6	1.1	2.4	-0.8	0.0	-4.4	-3.5	9.1

A different layout for 9 compounds above.
Under each structure: GSTO1 inh, PAFAH1B2 FP inh, PME-1 primary, LYPLA1 counter, Fam108B counter, pPAFAH inh, PAD4 inh, PAFAH2 FP inh, PAFAH1B3 inh
- CC(Sc1ccc(S(=O)(=O)N(C)C)cn1)C(=O)NC1CCCC1 (centres undefined)
→ x, 3.3, 2.1, 0.3, x, 3.4, 1.6, -7.1, 14.2
- COc1ccc(CCNC(=O)COC(=O)c2ncc(Cl)c(Cl)c2Cl)cc1OC
→ x, 4.8, x, x, x, 0.7, 1.2, -9.5, 4.7
- CCCCc1nnc(NC(=O)c2ccc3[nH]c(=O)c(=O)[nH]c3c2)s1
→ -0.4, -2.0, -3.2, -3.2, 2.6, 3.8, -2.2, 13.1, 9.2
- O=C(Nc1ccc(-n2nncc2-c2ccco2)cc1)c1ccc(F)cc1
→ 2.9, -5.0, -1.7, 2.2, 6.5, -6.5, -5.5, -1.9, 2.6
- COc1ccc(-c2cc(C(=O)O)c3sc(N4CCCCC4)nc3n2)cc1OC
→ -25.7, 18.9, -1.5, -1.0, -2.5, 3.7, -1.6, -1.8, 16.0
- O=C(NCC(c1ccco1)N1CCCC1)c1ccc(Cl)c(S(=O)(=O)N2CCc3ccccc32)c1 (centres undefined)
→ x, -6.0, -1.3, -5.9, x, 7.0, 3.4, -3.4, -5.6
- CCOC(=O)c1c(C)n(C)c2ccc(OC)c(NC(=O)CN3CCC4(CC3)OCCO4)c12
→ 2.2, 1.4, -3.3, 4.3, 5.0, -1.2, 1.9, -3.0, 3.1
- CC(C(=O)Nc1nc(-c2ccc(F)c(F)c2)cs1)N1C(=O)C2CC=CCC2C1=O (centres undefined)
→ x, 7.1, 2.9, -5.2, x, 2.2, 3.8, 2.3, 1.9
- Cc1cc(C)n2ncc(C(=O)Nc3cccc(O)c3)c2n1
→ 11.2, -0.9, -9.7, -0.5, -4.1, -5.0, 1.0, 2.3, -3.0

Some of the compounds tested. The share of hits here may be higher or lower than overall.
